From PubChem
IkB sig inh: IkB Signaling. ABC-DLBCL IkBa-CBG/CBR dual luciferase ratio, 4 h; response scale: scaled: untreated 0%, proteasome inhibitor 100%. Potency, µM (doses to about 57.1 µM), without a hit: at the top dose IkBa stabilization activation. AID 445, 2006. 110,000 compounds, 0.04% hits; active = well fitted curve in the direction sought with a large enough effect in the signal ratio, not every such curve was filed as active; inconclusive = small, poorly fitted or top-dose-only effect, or a change in a side signal; the % refers to the signal ratio;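 also: the direction sought is a rising ratio; 0% = basal untreated cells and 100% = reference inhibitor full response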
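In this assay, an IκBα–CBG68 fusion accumulates when IKK-driven degradation is blocked; native CBR normalizes for cell number. OCI-Ly3 cells were treated 4 h with compound and doxycycline, then green and red light read after Chroma-Glo addition.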
p53ts 39C tox: qHTS Screen for Compounds that Selectively Target Cancer Cells with p53 Mutations: Cytotoxicity of p53ts Cells at the Nonpermissive Temperature. H1299-p53A138V viability at 39C, ATP luminescence, 24 h. Potency, µM (series often up to 46.1 µM), for inactives: at the top dose activity change, negative = cell killing, actives largely listed as cytotoxic. 130,000 compounds, 1.5% hits. AID 902, 2007; also: nearly all actives have a fitted effect of over 55% in size
p53ts 32C kill: qHTS Screen for Compounds that Selectively Target Cancer Cells with p53 Mutations: Cytotoxicity of p53ts Cells at the Permissive Temperature; H1299-p53A138V at 32C, ATP luminescence viability, 24 h; Potency, µM (doses to about 46.1 µM), inactives show at the highest dose activity change, negative = cytotoxicity, usual class: cytotoxic; 130,000 compounds, 0.93% hits;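 also: 0% = DMSO and -100% = full killing by reference compound; nearly all actives have a fitted effect of over 55% in size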
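ATP-content luminescence (ATPlite) read-out after 24 h compound exposure at 32C in H1299-p53A138V cells (600/well). Tested up to 46 uM. Normalized to DMSO (0%) and 100 uM tamoxifen (100% killing); Hill-fit AC50.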
Peg3 imprint: qHTS Assay for Compounds that Induce Erasure of Genomic Imprints. mouse ES Peg3-LacZ reporter, beta-gal luminescence, 40 h. Potency, µM (top dose mostly 60.7 µM), for the others: at the top dose activity change, positive = activation, usual class: activators. 110,000 compounds, 0.02% hits;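 also: 0% = negative control wells on the plate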
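Readout: BetaGlo luminescence (5 min, room temp) for LacZ from the normally silent maternal Peg3 allele in female Peg3LacZ-Neo ES cells. Cells 300/well, 40 h, 37C, 5% CO2. Data normalized per plate to negative controls.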
Active calls of the source: *; [ ] = remark or other dose. Unless noted, calls follow the shape of the dose curve; as a rule, active = well fitted curve in the direction sought with a large enough effect; inconclusive = small, poorly fitted or top-dose-only effect, or another doubt; inactive = no such curve, though single readings can be large; an effect the other way counts as inactive or inconclusive. Unless noted, % is scaled to controls: 0 for no effect and ±100 for the full control effect; potency is read from the fitted curve at half-maximal effect.

The first six records (preview)
Results for CCn1cc(C(=O)OCc2ccccc2)c(=O)c2ccc(C)nc21 ?
IkB sig inh: -1.7%; p53ts 39C tox: -3%; p53ts 32C kill: 3%; Peg3 imprint: -9%

How did O=C(CN1CCN(S(=O)(=O)c2ccc(Br)cc2)CC1)Nc1ccccc1F do in these assays?
p53ts 39C tox: -6%; p53ts 32C kill: -1%

How did CC(=O)Nc1ccc(S(=O)(=O)N2CCSCC2)cc1 do in these assays?
IkB sig inh: 1.9%; p53ts 39C tox: -3%; p53ts 32C kill: -6%; Peg3 imprint: -3%

Results for Cc1ccccc1N=C(NOCc1ccccc1)c1nonc1N ?
p53ts 39C tox: 2%; p53ts 32C kill: 11%

Results for O=C(CCCN1C(=O)CSc2ncccc21)N1CCN(c2cccc(C(F)(F)F)c2)CC1 ?
IkB sig inh: inconclusive; p53ts 39C tox: -14%; p53ts 32C kill: -17%; Peg3 imprint: -24%

What do the screens show for `CCS(=O)(=O)Nc1c(C(=O)OC)[nH]c2ccccc12`?
IkB sig inh: 0.7%; p53ts 39C tox: 6%; p53ts 32C kill: 0%; Peg3 imprint: 5%

This part in full, repeating the preview:
Results for CCn1cc(C(=O)OCc2ccccc2)c(=O)c2ccc(C)nc21 ?
IkB sig inh: -1.7%; p53ts 39C tox: -3%; p53ts 32C kill: 3%; Peg3 imprint: -9%

How did O=C(CN1CCN(S(=O)(=O)c2ccc(Br)cc2)CC1)Nc1ccccc1F do in these assays?
p53ts 39C tox: -6%; p53ts 32C kill: -1%

How did CC(=O)Nc1ccc(S(=O)(=O)N2CCSCC2)cc1 do in these assays?
IkB sig inh: 1.9%; p53ts 39C tox: -3%; p53ts 32C kill: -6%; Peg3 imprint: -3%

Results for Cc1ccccc1N=C(NOCc1ccccc1)c1nonc1N ?
p53ts 39C tox: 2%; p53ts 32C kill: 11%

Results for O=C(CCCN1C(=O)CSc2ncccc21)N1CCN(c2cccc(C(F)(F)F)c2)CC1 ?
IkB sig inh: inconclusive; p53ts 39C tox: -14%; p53ts 32C kill: -17%; Peg3 imprint: -24%

What do the screens show for `CCS(=O)(=O)Nc1c(C(=O)OC)[nH]c2ccccc12`?
IkB sig inh: 0.7%; p53ts 39C tox: 6%; p53ts 32C kill: 0%; Peg3 imprint: 5%

How did CCOc1ccc(Cn2nnc(C(=O)NCc3ccc(OC)cc3)c2N)cc1 do in these assays?
IkB sig inh: 2.2%; p53ts 39C tox: -20%; p53ts 32C kill: -2%; Peg3 imprint: -11%

How did Cn1c(-c2ccccc2)cccc1=O do in these assays?
IkB sig inh: 0.4%; p53ts 39C tox: -4%; p53ts 32C kill: -7%; Peg3 imprint: -10%

What do the screens show for `CCOC(=O)N1CCC(NC(=O)CCS(=O)(=O)c2ccc3c(c2)CCN3C(=O)CC)CC1`?
IkB sig inh: -0.3%; p53ts 39C tox: -1%; p53ts 32C kill: 2%; Peg3 imprint: -10%

How did COc1ccc(-c2c(C)nn3c(N4CCN(c5ccccc5)CC4)cc(C)nc23)cc1OC do in these assays?
IkB sig inh: inconclusive; p53ts 39C tox: 3%; p53ts 32C kill: 22%; Peg3 imprint: -10%[10.9 µM]

What do the screens show for `O=C(NNC(=S)Nc1ccccc1Cl)C1CC1`?
p53ts 39C tox: -7%; p53ts 32C kill: 10%

What do the screens show for `COc1ccc(C2c3c(oc4ccc(F)cc4c3=O)C(=O)N2CCN2CCOCC2)cc1OC` (stereo unspecified)?
IkB sig inh: -0.6%; p53ts 39C tox: 6%; p53ts 32C kill: -3%; Peg3 imprint: -5%

How did CC(=O)N1c2ccc(S(=O)(=O)CCC(=O)O)cc2CC1C (stereo unspecified) do in these assays?
IkB sig inh: -1.9%; p53ts 39C tox: -8%; p53ts 32C kill: -20%; Peg3 imprint: -8%

Results for O=C(Nc1ccc(C(F)(F)F)cc1)C1CCN(c2cnccn2)CC1 ?
IkB sig inh: inconclusive; p53ts 39C tox: -16%; p53ts 32C kill: 9%; Peg3 imprint: 5%[10.9 µM]

Results for O=C(CN1CCSc2ccccc21)N1CCN(c2ccccc2)CC1 ?
IkB sig inh: -0.7%; p53ts 39C tox: -2%; p53ts 32C kill: 6%; Peg3 imprint: -7%[10.9 µM]

How did CCOc1ccc(N2CC(C(=O)Nc3cccc(C)c3C)CC2=O)cc1 (stereo unspecified) do in these assays?
IkB sig inh: 3.4%; p53ts 39C tox: 1%; p53ts 32C kill: 4%; Peg3 imprint: -6%

Results for O=C(O)c1ccc(F)c(S(=O)(=O)Nc2ccccc2)c1 ?
IkB sig inh: 0.0%; p53ts 39C tox: 7%; p53ts 32C kill: 14%; Peg3 imprint: -7%

How did COc1c(O)cccc1O do in these assays?
p53ts 39C tox: -12%; p53ts 32C kill: -6%; Peg3 imprint: 2%

What do the screens show for `COc1ccccc1CNC(=O)c1c2c(nc3ccccc13)C(=O)N(C1CCCCC1)C2`?
IkB sig inh: 1.5%; p53ts 39C tox: inconclusive; p53ts 32C kill: 6%; Peg3 imprint: -17%[10.9 µM]

Results for COc1cccc(OCc2nnc(SCC(=O)NCc3ccco3)n2CCc2ccccc2)c1 ?
IkB sig inh: inconclusive; p53ts 39C tox: -4%; p53ts 32C kill: -2%

Results for CNC(=O)C1C2C=CC3(O2)C1C(=O)N(C1CC1)C3C(=O)NCc1ccc(OC)cc1 (stereo unspecified) ?
IkB sig inh: -0.7%; p53ts 39C tox: -1%; p53ts 32C kill: 10%; Peg3 imprint: -10%

Results for COC(=O)CSC1=C(C#N)C(c2ccccc2OC)C(C(=O)OC)C(=O)N1 (stereo unspecified) ?
IkB sig inh: 0.6%; p53ts 39C tox: 4%; p53ts 32C kill: -6%; Peg3 imprint: -7%

How did Cc1c(C(=O)N2CCCCC2)sc(NC(=O)C(C)C)c1C#N do in these assays?
IkB sig inh: -1.1%; p53ts 39C tox: 3%; p53ts 32C kill: -4%; Peg3 imprint: inconclusive

How did COc1ccc(CCNC(=O)C2CCCN(S(C)(=O)=O)C2)cc1OC (stereo unspecified) do in these assays?
IkB sig inh: -0.3%; p53ts 39C tox: -1%; p53ts 32C kill: 0%; Peg3 imprint: 2%

How did Cc1cccc(C)c1OC[C@H](C)N do in these assays?
IkB sig inh: -1.2%[25.6 µM]; p53ts 39C tox: 3%[20.6 µM]; p53ts 32C kill: 1%[20.6 µM]; Peg3 imprint: -6%[16.8 µM]

What do the screens show for `COCC#Cc1ccc(C2NC(C(=O)O)CCC2C)cc1` (stereo unspecified)?
p53ts 39C tox: -3%[9.22 µM]; p53ts 32C kill: -1%[9.22 µM]

What do the screens show for `CCOc1c(OC)cc(C2C(C#N)=C(N)Oc3n[nH]c(-c4ccncc4)c32)cc1OC` (stereo unspecified)?
IkB sig inh: -0.3%; p53ts 39C tox: -7%; p53ts 32C kill: -1%; Peg3 imprint: 21%

What do the screens show for `CCn1c(C(=O)N2CCC(C(=O)N3CCN(c4ccc(OC)cc4)CC3)CC2)cc2sccc21`?
IkB sig inh: inconclusive; p53ts 39C tox: -21%; p53ts 32C kill: -4%; Peg3 imprint: -14%[10.9 µM]

How did CCC12CN3CC(CC)(CN(C1)C31C(=O)N(C)c3ccc(C)cc31)C2=O (stereo unspecified) do in these assays?
IkB sig inh: 1.0%; p53ts 39C tox: 1%; p53ts 32C kill: -1%; Peg3 imprint: -1%

How did COc1ccc(C(=O)c2ccc(OC)c(OC)c2)cc1OC do in these assays?
IkB sig inh: -1.4%; p53ts 39C tox: -14%; p53ts 32C kill: -2%; Peg3 imprint: -12%

Results for O=C(CSc1nc(=O)[nH]c2c1CCC2)NCc1ccccc1 ?
IkB sig inh: 0.1%; p53ts 39C tox: 2%; p53ts 32C kill: -6%; Peg3 imprint: 0%[10.9 µM]

Results for Cc1cccc(C)c1N1C(=O)CC(N(O)c2ccccc2)C1=O (stereo unspecified) ?
IkB sig inh: 1.1%; p53ts 39C tox: 2%; p53ts 32C kill: inconclusive; Peg3 imprint: -9%

How did Cc1ccc(C)n1-c1c(C(=O)NCCC(C)C)sc2ncccc12 do in these assays?
IkB sig inh: inconclusive; p53ts 39C tox: -7%; p53ts 32C kill: 21%; Peg3 imprint: -14%[10.9 µM]

What do the screens show for `O=C(CN1CCC(Cc2ccccc2)CC1)NC(=O)NCc1ccco1`?
IkB sig inh: 1.0%; p53ts 39C tox: 1%; p53ts 32C kill: -4%; Peg3 imprint: -19%

What do the screens show for `COCCCn1c(SCC(=O)OC2CCCCC2)nnc1-c1cccs1`?
IkB sig inh: 0.4%; p53ts 39C tox: -13%; p53ts 32C kill: -23%; Peg3 imprint: -4%

Results for Cc1nn(Cc2ccc(F)cc2)c(C)c1NC(=O)c1cc(-c2ccc3c(c2)OCO3)on1 ?
IkB sig inh: 3.4%; p53ts 39C tox: 3%; p53ts 32C kill: -12%; Peg3 imprint: 4%

How did Cc1ccc(S(=O)(=O)NC2=NCN(C3CCN(Cc4ccccc4)CC3)CN2)cc1 do in these assays?
IkB sig inh: -0.5%; p53ts 39C tox: -4%; p53ts 32C kill: 0%; Peg3 imprint: -5%

What do the screens show for `COc1ccc(CCCc2nnc(SCC(=O)Nc3ccc(F)cc3)o2)cc1C`?
IkB sig inh: inconclusive; p53ts 39C tox: 0%; p53ts 32C kill: 3%; Peg3 imprint: -9%[10.9 µM]

How did Cc1ccc(N(CN2CCCC2=O)C(=O)c2ccc(OC(C)C)cc2)cc1 do in these assays?
IkB sig inh: -3.6%; p53ts 39C tox: 22%; p53ts 32C kill: 19%; Peg3 imprint: -16%

What do the screens show for `COc1ccc(/C=C/c2nc(C#N)c(N3CCCCCC3)o2)cc1OC`?
IkB sig inh: inconclusive; p53ts 39C tox: inconclusive; p53ts 32C kill: -5%; Peg3 imprint: -13%[10.9 µM]

What do the screens show for `COc1ccc(S(=O)(=O)N(CCc2ccccc2)CC(=O)NCc2ccccc2)cc1`?
IkB sig inh: inconclusive; p53ts 39C tox: -2%; p53ts 32C kill: 28%; Peg3 imprint: 9%[10.9 µM]

Results for CC(C)(C)c1ccc(C(=O)Nc2ccc3c(c2)CCCN3C(=O)c2cccs2)cc1 ?
IkB sig inh: inconclusive; p53ts 39C tox: -31%; p53ts 32C kill: inconclusive; Peg3 imprint: -16%[10.9 µM]

Results for CO[C@H]1COC(=O)C/C=C\[C@H](C)[C@@H](NS(=O)(=O)c2ccc(C)cc2)COC(=O)CCC[C@@H]1C ?
p53ts 39C tox: 7%[9.22 µM]; p53ts 32C kill: 1%[9.22 µM]

Results for O=C1C2C3C=CC(C3)C2C(=O)N1CNc1ccccc1 (stereo unspecified) ?
IkB sig inh: 2.4%; p53ts 39C tox: 14%; p53ts 32C kill: -3%; Peg3 imprint: -3%

How did COc1ccc(Cc2nc(-c3ccccc3)no2)cc1 do in these assays?
IkB sig inh: 2.2%; p53ts 39C tox: 7%; p53ts 32C kill: 6%; Peg3 imprint: -3%

Results for CCOC(=O)Cc1c(C)nc2c(C#N)c(C)nn2c1C ?
IkB sig inh: -0.1%; p53ts 39C tox: 21%; p53ts 32C kill: 1%; Peg3 imprint: -8%

What do the screens show for `CCOc1cc(NC(=O)C2CCCO2)c(OCC)cc1NC(C)=O` (stereo unspecified)?
IkB sig inh: -1.0%; p53ts 39C tox: 4%; p53ts 32C kill: 4%; Peg3 imprint: -9%

What do the screens show for `Cc1ccc(NC(=O)CN2C(=O)CCc3cc(S(=O)(=O)N4CCOCC4)ccc32)c(C)c1`?
IkB sig inh: 0.8%; p53ts 39C tox: -14%; p53ts 32C kill: -6%; Peg3 imprint: -8%[10.9 µM]

What do the screens show for `COC(=O)C1=C(Nc2ccc(C)cc2)C=C(C)C(C(=O)OC)C1c1cccc(OC)c1` (stereo unspecified)?
p53ts 39C tox: -14%; p53ts 32C kill: -4%

What do the screens show for `COc1cccc2c(=O)c(C/C=C(/C)Cl)c(C)[nH]c12`?
IkB sig inh: 0.5%; p53ts 39C tox: 8%; p53ts 32C kill: -3%; Peg3 imprint: -18%

Results for c1coc(CN2CN=C(Nc3nc4ccccc4s3)NC2)c1 ?
IkB sig inh: -4.4%; p53ts 39C tox: -11%; p53ts 32C kill: 9%; Peg3 imprint: -15%
